Screens: PubChem, National Center for Advancing Translational Sciences (NCATS)
ERG Ets-DNA blk: blocks human ERG Ets domain binding to DNA | Potency, µM (highest dose often 76.9 µM), inactives show top-dose FP activity, negative = inhibition, hits mostly inhibitors | P11308 | 0.028% of 370,000 active | fluorescence polarization, His-ERG Ets domain / labelled DNA; active = well fitted inhibition curve with a large enough effect in the polarisation, with a control signal flat; inconclusive = small, poorly fitted or top-dose-only effect, or effect the other way, or a change in a side signal; inactive = no such curve, though single readings can be large or run the other way; the % refers to the polarisation;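 also: polarization taken with two DNA probes labelled with fluorescein and Texas red; % of control where 0% means no effect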
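His-tagged ERG Ets domain (1 uM in the protein solution; 300mM KCl, 50mM Tris-HCl, 1mM EDTA, 1mM DTT, pH 7.5) received compound, then a probe mix of 5 nM fluorescein-DNA and 100nM Texas-615-DNA. Fluorescence polarization was read for both dyes.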
ALOX12 inh: inhibitors of human 12S-lipoxygenase ALOX12. P18054. purified 12hLO, xylenol orange hydroperoxide absorbance. Potency, µM (titrated, usually from 108 µM), for the others: at the highest dose activity change, negative = inhibition, actives largely listed as inhibitors. 1.1% of 580,000 active. AID 1671190; also: % is scaled to controls: 0 for no effect and ±100 for the full control effect
Target sequence (P18054 whole entry, looked up): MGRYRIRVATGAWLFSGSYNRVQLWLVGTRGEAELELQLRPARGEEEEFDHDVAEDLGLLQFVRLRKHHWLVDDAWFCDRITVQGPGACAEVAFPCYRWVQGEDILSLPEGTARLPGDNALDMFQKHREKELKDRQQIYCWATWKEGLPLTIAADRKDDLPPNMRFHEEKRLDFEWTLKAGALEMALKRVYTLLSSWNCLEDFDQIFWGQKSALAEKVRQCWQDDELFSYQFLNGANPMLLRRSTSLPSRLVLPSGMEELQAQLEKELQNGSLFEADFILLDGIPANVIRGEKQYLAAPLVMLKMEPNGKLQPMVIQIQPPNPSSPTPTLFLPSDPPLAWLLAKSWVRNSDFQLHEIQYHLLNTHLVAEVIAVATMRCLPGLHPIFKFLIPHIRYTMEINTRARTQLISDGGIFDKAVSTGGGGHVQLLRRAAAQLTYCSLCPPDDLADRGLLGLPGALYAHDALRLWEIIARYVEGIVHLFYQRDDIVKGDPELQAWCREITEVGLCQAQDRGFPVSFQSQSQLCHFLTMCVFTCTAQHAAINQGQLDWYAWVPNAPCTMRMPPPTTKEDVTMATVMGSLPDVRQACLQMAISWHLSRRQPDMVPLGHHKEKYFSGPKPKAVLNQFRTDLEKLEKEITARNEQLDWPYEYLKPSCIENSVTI
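Purified human 12hLO at 150 nM in 25 mM Hepes, 0.01% Triton X-100, pH 7.0, preincubated 15 min at room temperature with compound. Reaction started with 40 uM arachidonic acid, 30 min at room temperature. Hydroperoxide measured by Fe-xylenol orange, 573/405 nm absorbance ratio.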
TrxR1 inh: blocks rat thioredoxin reductase 1. O89049. recombinant rTrxR1, NADPH fluorescence consumption, selenite substrate. Potency, µM (titrated, usually from 114 µM), without a hit: at the top dose activity change, negative = inhibition, usual class: inhibitors. 1% of 390,000 active. AID 588453; also: % is scaled to controls: 0 for no effect and ±100 for the full control effect; nearly all actives have a fitted effect of over 65% in size
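Rat TrxR1 (90 nM in the dispensed reagent) was pre-reduced with 400 uM NADPH for 5 min at room temperature, then incubated with compound for 15 min. After 400 uM selenite was added, NADPH fluorescence (Ex 340/Em 450 nm) was followed for 8 min.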
RGS4 inh: human RGS4 inhibition; Transcreener GDP fluorescence polarization, RGS4-accelerated GTP hydrolysis; Potency, µM (series often up to 114 µM), inactives show at the highest dose activity change, negative = inhibition, hits mostly inhibitors; 0.039% of 390,000 active; AID 504845; also: % is scaled to controls: 0 for no effect and ±100 for the full control effect; nearly all actives have a fitted effect of over 75% in size; some results filed as inactive show a strong effect at the top dose
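MLSMR compounds (23 nl, pin-transferred) preincubated 10 min at room temperature with a 500nM (2x) first reagent, then RGS4 at 900nM (2x) plus Transcreener GDP mix added; fluorescence polarization (620/688 nm) read before and after 90 min at 30 °C.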
JMJD2A Tudor: inhibitors of human JMJD2A Tudor domain; AID 504339; Potency, µM (titrated, usually from 114 µM), for the others: top-dose activity change, negative = inhibition, actives largely listed as inhibitors; 4.4% of 390,000 active; O75164; AlphaScreen JMJD2A-Tudor / H3K4me3 peptide binding; also: % is scaled to controls: 0 for no effect and ±100 for the full control effect; nearly all actives have a fitted effect of over 50% in size
HP1b binding inh: HP1-beta chromodomain-methylated histone interaction inhibition; P83916; 0.56% of 390,000 active; AlphaScreen HP1-beta / biotin-H3K9me3 peptide binding; AID 540317; Potency, µM (titrated, usually from 114 µM), without a hit: at the highest dose activity change, negative = inhibition, most hits filed as inhibitors; also: nearly all actives have a fitted effect of over 70% in size; inactives centre near 23
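AlphaScreen: HP1-beta (50 nM) preformed 30 min with biotin-H3(1-18)K9me3 peptide (50 nM) in PBS pH 7.4, 0.01% Tween-20. Compound added for 30 min at RT, then streptavidin donor/nickel chelate acceptor beads (10 ug/mL) for 30 min.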
PGK inhibitor: blocks T. brucei phosphoglycerate kinase | PGK/GAPDH coupled, Kinase-Glo luminescence, 60 min | Potency, µM (series often up to 57.5 µM), without a hit: top-dose activity change, negative = inhibition, actives largely listed as inhibitors | 0.043% of 380,000 active | AID 602233; also: % is scaled to controls: 0 for no effect and ±100 for the full control effect; nearly all actives have a fitted effect of over 60% in size
Target sequence (P07378 whole entry, looked up): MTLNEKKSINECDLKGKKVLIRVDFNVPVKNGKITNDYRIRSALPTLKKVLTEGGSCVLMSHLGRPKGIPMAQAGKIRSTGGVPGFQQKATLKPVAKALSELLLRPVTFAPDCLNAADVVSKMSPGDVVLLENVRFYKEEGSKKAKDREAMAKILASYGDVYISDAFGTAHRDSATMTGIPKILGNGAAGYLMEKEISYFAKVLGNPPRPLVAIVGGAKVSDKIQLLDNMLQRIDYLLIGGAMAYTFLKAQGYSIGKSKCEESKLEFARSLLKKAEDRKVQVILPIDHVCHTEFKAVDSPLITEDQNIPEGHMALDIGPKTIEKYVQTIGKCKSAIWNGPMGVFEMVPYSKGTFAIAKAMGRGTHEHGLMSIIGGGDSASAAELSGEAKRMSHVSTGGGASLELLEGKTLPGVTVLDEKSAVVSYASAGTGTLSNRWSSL
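Luminescent ATP detection (Kinase-Glo Plus) follows a 60-minute room-temperature incubation, with wells lacking PGK as controls. Buffer: 100 mM TEA (pH 7.6), 5 mM MgCl2, 0.01% Tween-20. Coupling enzyme GAPDH (100 nM final) supplies unstable 1,3-BPG in-well.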
GLS inh: blocks human kidney-isoform glutaminase activity; 0.21% of 410,000 active; Potency, µM (series often up to 45.5 µM), for the others: at the highest dose activity change, negative = inhibition, actives largely listed as inhibitors; O94925; GLS enzymatic activity, qHTS titration; AID 624170; also: % is scaled to controls: 0 for no effect and ±100 for the full control effect
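Human kidney-isoform GLS in 45 mM KH2PO4 pH 8.2, 0.02% Tween-20, with compound, started with 1mM L-Glutamine (added stock). Glutamate oxidase/HRP/Amplex red coupled fluorescence read at start and after 30 min at RT.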
Pin1 inhibitor: blocks the human prolyl isomerase Pin1; AID 504891; Q13526; 0.009% of 390,000 active; Pin1 FP peptide displacement, HiFluor488, 10 min; Potency, µM (series often up to 115 µM), without a hit: at the top dose activity, negative = inhibition, usual class: inhibitors; active = well fitted inhibition curve with a large enough effect in the polarisation, with a control signal flat, not every such curve was filed as active; inconclusive = small, poorly fitted or top-dose-only effect, or effect the other way, or a change in a side signal; inactive = no such curve, though single readings can be large or run the other way; the % refers to the polarisation; also: % is scaled to controls: 0 for no effect and ±100 for the full control effect
* marks the source's active call; other numbers are inactive results; i = inactive; ? = inconclusive; · = no result given; [ ] = dose if it differs, or a comment. Unless noted, calls follow the shape of the dose curve; as a rule, active = well fitted curve in the direction sought with a large enough effect; inconclusive = small, poorly fitted or top-dose-only effect, or another doubt; inactive = no such curve, though single readings can be large; an effect the other way counts as inactive or inconclusive. Potency is read from the fitted curve at half-maximal effect. A portion of the library (hit frequency here may not be typical).

ERG Ets-DNA blk,Structure,ALOX12 inh,TrxR1 inh,RGS4 inh,JMJD2A Tudor,HP1b binding inh,PGK inhibitor,GLS inh,Pin1 inhibitor
-12%,S=C(N/N=C/c1ccccc1)N1CCOCC1,-12%,?,-38%,89µM*,20%,-5%,-4%,-3%
3%,Nc1cc(Cl)ccc1N1CCCCC1,0%,16%,-31%,-9%,11%,-1%,10%,1%
2%,Cc1onc(-c2c(Cl)cccc2Cl)c1C(=O)N1CCN(Cc2ccccc2)CC1,-24%,-9%[57.1 µM],14%,-9%,26%,-7%,2%,-2%
9%,CC(C)C(=O)OCc1cn(-c2ccc(Cl)c(Cl)c2)nn1,35%,24%[57.1 µM],?,22µM*,-4%,-9%,10%,-6%
-2%,COc1ccccc1C(=O)N1c2ccccc2Sc2ccccc21,3%,4%,-9%,-9%,25%,i,-4%,3%
3%,O=C(NCc1ccco1)c1ccccc1SCC(=O)N1CCCC1,-9%,17%,-7%,-8%,5%,0%,9%,-8%
-7%,O=[N+]([O-])c1ccc(NN=Cc2cc(Br)ccc2O)nc1,?,3%,-2%,?,11%,-9%,0%,?
-8%,O=C(CC(NC(=O)c1ccccc1)c1ccccc1)Nc1cccc2ccccc12 (stereo not given),-13%,16%,-11%,-10%,29%,0%,0%,-2%
-9%,CNc1cc(CSc2ccc(Cl)cc2)nc(C)n1,0%,4%[57.1 µM],3%,-20%,4%,-5%,0%,-11%
8%,CCC(C)[C@H](NC(=O)N1CC(=O)Nc2ccccc21)C(=O)N1CCC[C@H]1C(=O)O (stereo not given in full),?,28%,-8%,3%,35%,-2%,2%,4%
0%,Cc1ccc(S(=O)(=O)N2CCN(C(=O)COC(=O)c3oc4ccccc4c3C)CC2)cc1,-7%,10%,0%,-5%,29%,-10%,-5%,-1%
8%,CCOC(=O)CSc1nc2c(sc3ccc([N+](=O)[O-])cc32)c(=O)n1Cc1ccco1,6%,13%,-16%,-14%,21%,6%,0%,-2%
-1%,COc1ccccc1NC(=O)CSC1=Nc2ccccc2C2=NC(CC(=O)NCc3ccco3)C(=O)N12 (stereo not given),-10%,5%[57.1 µM],-38%,-27%,66%[activator],-2%,-5%,-5%
-10%,Cc1nnsc1C(=O)N/N=C/c1ccccc1,-7%,14%[57.1 µM],5%,-15%,10%,-7%,0%,0%
6%,COC(=O)c1ccc(C2c3c(oc4ccc(Cl)cc4c3=O)C(=O)N2CCN2CCOCC2)cc1 (stereo not given),0%,4%,-5%,-13%,36%,i,-7%,1%
-6%,Brc1ccc(CNCC2CCCO2)cc1 (stereo not given),?,4%,-8%,7%,38%[activator],-2%,-7%,-1%
0%,COc1cccc(OCC(=O)NC2CCS(=O)(=O)C2)c1 (stereo not given),7%,-5%,-5%,-22%,24%,-2%,-10%,-1%
4%,CCOc1ccc2nc(N/C(N)=N/C(=S)Nc3cccc(C)c3)nc(C)c2c1,?,-2%,28%,-22%,11%,-14%,-6%,0%
·,CN1C(c2ccc(F)cc2)=CS/C1=C(\C#N)c1nnc2n1-c1ccccc1SC2,-5%[57.4 µM],2%,-15%,-28%,17%,i,-3%,10%
10%,COc1ccc(NC(=O)CNc2cc(S(=O)(=O)N3CCOCC3)ccc2NCC2CCCO2)cc1 (stereo not given),-2%,9%,-5%,-33%,21%,-3%,9%,0%
14%,CCCSc1ncc(Cl)c(C(=O)Nc2ccc(S(=O)(=O)N(C)c3ccccc3)cc2)n1,?,8%,-8%,-5%,19%,·,-2%,20%
3%,COc1ccc(OC)c2c1cc(C(=O)N[C@H](C(=O)N1CCC(C(=O)O)CC1)C(C)C)n2C,-2%,13%,-8%,-7%,26%,-3%,31%,-5%
-5%,CN(C)c1ccc(C(=O)NCC(c2cccs2)N2CCOCC2)cc1 (stereo not given),-6%,14%,11%,-20%,33%,-9%,30%,-2%
-5%,COc1ccc([C@H]2CC(=O)C=C(C#CC(C)(C)C)C2)cc1,-1%,10%,28%,4%,44%[activator],-8%,-1%,?
-2%,O=C(Cn1[nH]c(=O)c2ccccc2c1=O)OCC(=O)c1ccc(F)cc1,19%,16%[57.1 µM],-2%,-18%,37%[activator],0%,-2%,-4%
10%,O=C1C=C(c2ccc(C(=O)O)cc2)C[C@@H](c2ccc(F)cc2)C1,?,-13%,-39%,-14%,42%[activator],-11%,7%,7%
-3%,Cc1cccc(NC(=S)NCCc2ccccn2)c1,34%[activator],5%[57.1 µM],0%,2%,16%,-3%,-8%,-3%
2%,Cc1cc(C)cc(-n2c(=O)c3sccc3n(CC(=O)NCc3ccco3)c2=O)c1,-17%,-2%,-20%,-10%,27%,-1%,1%,8%
-1%,COc1ccc([C@@H]2CC=C(C(=O)O)[C@H](c3ccc(F)cc3)N2S(=O)(=O)c2ccccc2C)cc1,-30%,16%[57.1 µM],-29%,-6%,43%[activator],-3%,14%,0%
-8%,FC(F)Oc1ccc(/C=N/NC(=S)Nc2cc(C(F)(F)F)ccc2Cl)cc1,-6%,12%,-26%,1%,32%,3%,0%,-1%

Gathered by group: those above containing two or more sulfur atoms
ERG Ets-DNA blk,Structure,ALOX12 inh,TrxR1 inh,RGS4 inh,JMJD2A Tudor,HP1b binding inh,PGK inhibitor,GLS inh,Pin1 inhibitor
8%,CCOC(=O)CSc1nc2c(sc3ccc([N+](=O)[O-])cc32)c(=O)n1Cc1ccco1,6%,13%,-16%,-14%,21%,6%,0%,-2%
·,CN1C(c2ccc(F)cc2)=CS/C1=C(\C#N)c1nnc2n1-c1ccccc1SC2,-5%[57.4 µM],2%,-15%,-28%,17%,i,-3%,10%
14%,CCCSc1ncc(Cl)c(C(=O)Nc2ccc(S(=O)(=O)N(C)c3ccccc3)cc2)n1,?,8%,-8%,-5%,19%,·,-2%,20%

Further compounds follow.
ERG Ets-DNA blk,Structure,ALOX12 inh,TrxR1 inh,RGS4 inh,JMJD2A Tudor,HP1b binding inh,PGK inhibitor,GLS inh,Pin1 inhibitor
-1%,COc1ccccc1NC(=O)N1CCC(NC(=O)C2CCCCC2)CC1,-23%,14%[0.457 µM],11%,-4%,7%,-9%,-13%,-9%
0%,CCCCNS(=O)(=O)c1ccc(NC(=O)C2c3ccccc3Oc3ccccc32)cc1,?,15%[0.457 µM],-13%,-9%,15%,-14%,-17%,4%
12%,CC(=O)Nc1ccc(NC(=O)C(C)OC(=O)C2CCCC2)cc1 (stereo not given),?,0%,5%,-12%,13%,-1%,3%,-2%
-1%,Cc1cc(C)cc(NC(=O)CC2Oc3ccc(C)cc3NC2=O)c1 (stereo not given),0%,24%,-15%,-19%,28%,·,-6%,1%
-4%,O=C(Nc1cccc(Cl)c1)c1cnn2cccnc12,-15%,0%,-10%,-6%,42%[activator],26%,-9%,0%
-2%[15.4 µM],COc1cc(C(=O)OCCCN(C)C)cc(OC)c1OC,-5%,22%[11.4 µM],-19%,-5%,25%,1%,-7%,-15%
8%,COc1ccccc1N1CCN(C(=O)C2c3ccccc3Oc3ccccc32)CC1,-11%,-8%,10%,-32%,-8%,-13%,13%,7%
-3%,Cc1ccc(-n2ncc3c(=O)n(-c4ccc(C)c(C)c4)c(-c4ccco4)nc32)cc1,?,5%,-2%,-16%,9%,7%,-2%,47%[activator]
9%,COC(=O)CCCC1=CC2=CC(=O)C(C)(OC(=O)C3CCCC3)C(=O)C2=CO1 (stereo not given),·,-12%,-50%,?,-20%,-13%,?,?
-5%,Cc1ccoc1C(=O)NCCNC(=O)c1occc1C,4%,7%[57.1 µM],-5%,-18%,18%,-6%,-2%,-8%
1%,O=c1oc2c3c(ccc2c2ccccc12)OCN(Cc1ccccc1Cl)C3,2%,34%,-14%,-35%,39%[activator],0%,9%,0%
12%,Cc1cccc(C2c3c(n(C)c(=O)n(C)c3=O)N=C3c4ccccc4C(=O)C32)c1 (stereo not given),-25%,23%,-8%[11.4 µM],-22%[11.4 µM],?,i,12%,-3%
-5%,CC1CCCCN1C(=O)COc1ccc2ccc(=O)oc2c1 (stereo not given),0%,12%[57.1 µM],10%,-1%,7%,-3%,3%,0%
6%,Cc1cc(C)c(NC(=O)C2CCCN2C)c(C)c1 (stereo not given),-1%,-2%,16%,0%,36%,5%,5%,-2%
0%,CC1CCCCC1NC(=O)COC(=O)CN1C(=O)c2ccccc2C1=O (stereo not given),188%[activator],27%,5%,11%,33%,1%,-1%,-9%
2%,Cc1ccc(N(C(=O)c2csnn2)C(C(=O)NC2CCCCC2)c2cccnc2)c(C)c1 (stereo not given),-8%,26%[57.1 µM],22%,-6%,6%,4%,-6%,-18%
-2%,COc1ccc(NC(=O)COC(=O)CN2C(=O)C3CC=CCC3C2=O)c([N+](=O)[O-])c1 (stereo not given),364%[activator],3%,-44%,-26%,11%,-9%,-9%,0%
11%,Cc1cc(C)n2cnnc2n1,75%[activator],27%,-1%,-5%,36%,-2%,-3%,-3%
-10%,CC1Cc2ccccc2N1S(=O)(=O)c1cccc(C(=O)NCCCn2ccnc2)c1 (stereo not given),-11%,20%,-7%,-35%,?,-4%,0%,-8%
8%,COc1cc(NC(=O)c2ccccc2[N+](=O)[O-])ccc1NC(=O)c1cc2ccccc2o1,-18%,-4%,-2%,?,-5%,3%,2%,2%
